Source: PubChem BioAssay (National Center for Advancing Translational Sciences (NCATS))
G9a inh: qHTS Assay for Inhibitors of Histone Lysine Methyltransferase G9a | Histone-lysine N-methyltransferase EHMT2 (Homo sapiens), Q96KQ7 | Potency, µM (highest dose often 102 µM), for inactives: top-dose activity, negative = inhibition, most hits filed as inhibitors | G9a H3K9 monomethylation, AlphaScreen, 2 h | 350,000 compounds, 8.8% hits | AID 504332, 2011; further: potency means the concentration at half of the fitted maximal effect; on the % scale 0 is the no-effect control and ±100 the full control effect; nearly all actives have a fitted effect of over 75% in size
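Readings reflect AlphaScreen signal from monomethyl-H3K9 antibody detection. HMT at 20 nM; substrate b-H3K9 500 nM; cofactor SAM 20 uM; 2 h RT reaction; compounds tested as titrations in qHTS with 15 min preincubation.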
Pin1 inhibitor: qHTS Assay to Find Inhibitors of Pin1; Pin1 FP peptide displacement, HiFluor488, 10 min; Potency, µM (doses to about 115 µM), inactives show at the top dose activity, negative = inhibition, hits mostly inhibitors; 390,000 compounds, 0.009% hits; AID 504891, 2011; active means well fitted inhibition curve with a large enough effect in the polarisation, with a control signal flat, not every such curve was filed as active; inconclusive means small, poorly fitted or top-dose-only effect, or effect the other way, or a change in a side signal; inactive means no such curve, though single readings can be large or run the other way; the % refers to the polarisation; further: potency means the concentration at half of the fitted maximal effect; on the % scale 0 is the no-effect control and ±100 the full control effect
Target sequence (Q13526 whole entry, looked up): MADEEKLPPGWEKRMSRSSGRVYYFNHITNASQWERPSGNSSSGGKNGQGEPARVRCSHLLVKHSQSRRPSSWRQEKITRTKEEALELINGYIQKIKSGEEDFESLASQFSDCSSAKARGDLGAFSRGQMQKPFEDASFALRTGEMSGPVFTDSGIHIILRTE
PI4K2A inh: qHTS for small molecular inhibitors of PI4K2A. Phosphatidylinositol 4-kinase type 2-alpha (Homo sapiens), Q9BTU6. purified PI4K2A, ADP-Glo luminescence, 1 h; stronger effect = lower value. activity change, negative = inhibition, % at 76.9 µM. 420,000 compounds, 0.13% hits; in the data active means activity change below about -50%; inconclusive means mostly about -30% to -49%;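 further: -100% = wells without enzyme as full effect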
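In this quantitative HTS, ADP production by PI4K2A was quantified luminescently after 1 h at ambient temperature; 100 microM adenosine served as plate-quality control.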
BAZ2B inh: qHTS Assay for Inhibitors of BAZ2B | 360,000 compounds, 4.4% hits | Bromodomain adjacent to zinc finger domain protein 2B (Homo sapiens), Q9UIF8 | Potency, µM (top dose mostly 114 µM), without a hit: at the highest dose activity change, negative = inhibition, most hits filed as inhibitors | AlphaScreen BAZ2B-H3K14Ac peptide displacement; further: potency means the concentration at half of the fitted maximal effect; on the % scale 0 is the no-effect control and ±100 the full control effect; nearly all actives have a fitted effect of over 60% in size
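Protein-peptide AlphaScreen: BAZ2B 50 nM, b-H3K14Ac 50 nM, 1x PBS pH 7.4 + 0.01% Tween-20. Preincubation 30 min RT; cpd 30 min RT (top 110 uM); beads 20 min RT, light-protected.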
ERG Ets-DNA blk: qHTS for Small Molecule Inhibitors of the ERG Ets/DNA interaction; fluorescence polarization, His-ERG Ets domain / labelled DNA; Transcriptional regulator ERG (Homo sapiens), P11308; 370,000 compounds, 0.028% hits; Potency, µM (titrated, usually from 76.9 µM), without a hit: at the highest dose FP activity, negative = inhibition, hits mostly inhibitors; active means well fitted inhibition curve with a large enough effect in the polarisation, with a control signal flat; inconclusive means small, poorly fitted or top-dose-only effect, or effect the other way, or a change in a side signal; inactive means no such curve, though single readings can be large or run the other way; the % refers to the polarisation;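 further: polarization taken with two DNA probes labelled with fluorescein and Texas red; potency means the concentration at half of the fitted maximal effect; % of control where 0% means no effect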
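His-tagged ERG Ets domain (1 uM in the protein solution; 300mM KCl, 50mM Tris-HCl, 1mM EDTA, 1mM DTT, pH 7.5) received compound, then a probe mix of 5 nM fluorescein-DNA and 100nM Texas-615-DNA. Fluorescence polarization was read for both dyes.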
JMJD2A Tudor inh: qHTS Assay for Inhibitors of JMJD2A-Tudor Domain. Lysine-specific demethylase 4A (Homo sapiens), O75164. AlphaScreen JMJD2A-Tudor / H3K4me3 peptide binding. Potency, µM (titrated, usually from 114 µM), for inactives: top-dose activity change, negative = inhibition, hits mostly inhibitors. 390,000 compounds, 4.4% hits; further: potency means the concentration at half of the fitted maximal effect; on the % scale 0 is the no-effect control and ±100 the full control effect; nearly all actives have a fitted effect of over 50% in size
HP1b chromo inh: HTS for Inhibitors of HP1-beta Chromodomain Interactions with Methylated Histone Tails. Chromobox protein homolog 1 (Homo sapiens), P83916. AlphaScreen HP1-beta / biotin-H3K9me3 peptide binding. Potency, µM (series often up to 114 µM), without a hit: at the highest dose activity change, negative = inhibition, actives largely listed as inhibitors. 390,000 compounds, 0.56% hits. AID 540317, 2011; further: potency means the concentration at half of the fitted maximal effect; nearly all actives have a fitted effect of over 70% in size; inactives centre near 23
Target sequence (P83916 whole entry, looked up): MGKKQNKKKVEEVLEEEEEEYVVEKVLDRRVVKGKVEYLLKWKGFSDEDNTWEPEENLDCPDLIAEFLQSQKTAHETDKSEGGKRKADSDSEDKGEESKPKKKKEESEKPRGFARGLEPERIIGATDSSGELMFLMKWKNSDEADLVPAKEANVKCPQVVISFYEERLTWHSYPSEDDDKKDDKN
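AlphaScreen: HP1-beta (50 nM) preformed 30 min with biotin-H3(1-18)K9me3 peptide (50 nM) in PBS pH 7.4, 0.01% Tween-20. Compound added for 30 min at RT, then streptavidin donor/nickel chelate acceptor beads (10 ug/mL) for 30 min.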
Tb PGK inh: qHTS Assay to Find Inhibitors of Phosphoglycerate Kinase | PGK/GAPDH coupled, Kinase-Glo luminescence, 60 min | Potency, µM (series often up to 57.5 µM), for the others: top-dose activity change, negative = inhibition, usual class: inhibitors | 380,000 compounds, 0.043% hits | AID 602233, 2012; further: potency means the concentration at half of the fitted maximal effect; on the % scale 0 is the no-effect control and ±100 the full control effect; nearly all actives have a fitted effect of over 60% in size
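Luminescent ATP detection (Kinase-Glo Plus) follows a 60-minute room-temperature incubation, with wells lacking PGK as controls. Buffer: 100 mM TEA (pH 7.6), 5 mM MgCl2, 0.01% Tween-20. Coupling enzyme GAPDH (100 nM final) supplies unstable 1,3-BPG in-well.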
GLS inhibitor: qHTS for Inhibitors of Glutaminase (GLS) | Glutaminase kidney isoform, mitochondrial (Homo sapiens), O94925 | GLS enzymatic activity, qHTS titration | Potency, µM (series often up to 45.5 µM), inactives show at the highest dose activity change, negative = inhibition, actives largely listed as inhibitors | 410,000 compounds, 0.21% hits; further: potency means the concentration at half of the fitted maximal effect; on the % scale 0 is the no-effect control and ±100 the full control effect
Target sequence (O94925 whole entry, looked up, canonical isoform): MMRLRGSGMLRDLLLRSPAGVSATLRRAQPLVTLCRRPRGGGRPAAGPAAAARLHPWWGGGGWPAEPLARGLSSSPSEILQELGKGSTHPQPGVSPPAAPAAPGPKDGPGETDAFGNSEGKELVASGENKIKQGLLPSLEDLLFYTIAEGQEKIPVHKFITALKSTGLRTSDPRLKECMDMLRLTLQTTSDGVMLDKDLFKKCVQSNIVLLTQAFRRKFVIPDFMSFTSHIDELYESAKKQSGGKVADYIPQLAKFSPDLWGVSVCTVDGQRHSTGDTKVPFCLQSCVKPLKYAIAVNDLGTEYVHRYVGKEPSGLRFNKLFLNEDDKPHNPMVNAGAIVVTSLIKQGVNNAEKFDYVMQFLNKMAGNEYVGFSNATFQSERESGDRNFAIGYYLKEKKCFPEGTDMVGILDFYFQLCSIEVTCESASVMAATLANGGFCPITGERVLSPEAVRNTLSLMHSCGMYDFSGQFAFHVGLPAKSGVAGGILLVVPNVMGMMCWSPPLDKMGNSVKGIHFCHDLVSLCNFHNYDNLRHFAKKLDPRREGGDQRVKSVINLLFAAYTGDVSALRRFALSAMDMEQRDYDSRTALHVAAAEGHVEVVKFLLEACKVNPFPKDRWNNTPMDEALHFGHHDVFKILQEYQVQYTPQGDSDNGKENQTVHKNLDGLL
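Read-out is an Amplex red fluorescence increase coupled through glutamate oxidase and HRP, measured before and after 30 min room-temperature incubation. hKGA is in 45 mM KH2PO4 (pH 8.2) with 0.02% Tween-20; glutamine added as 1mM solution.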
* = called active by the depositor; i = inactive; u = inconclusive; x = not tested or not shown; [ ] = remark or other dose. Unless noted, the call rests on the fitted dose curve; in most records, active means well fitted curve in the direction sought with a large enough effect; inconclusive means small, poorly fitted or top-dose-only effect, or another doubt; inactive means no such curve, though single readings can be large; an effect the other way counts as inactive or inconclusive.

G9a inh	Pin1 inhibitor	PI4K2A inh	BAZ2B inh	ERG Ets-DNA blk	JMJD2A Tudor inh	HP1b chromo inh	Tb PGK inh	GLS inhibitor	structure
9%[59 µM]	-2%	-1	11%	-8%	-10%	14%	-3%	8%	Cc1ccc(CNC(=O)C2CCN(S(=O)(=O)c3ccc4c(c3)OCCCO4)CC2)cc1
-48%	-1%	6	1%	-9%	-4%	56%[activator]	-7%	-10%	Cc1ccccc1-c1nc2cc(Cl)ccc2c(=O)o1
1%[59 µM]	41%[activator]	-3	1%	0%	0%	41%[activator]	2%	1%	Cc1ccc(CSc2nc3cccnc3n2Cc2ccc(C(=O)NCc3cccs3)cc2)cc1
x	-1%	1	u	-15%	-26%	9%	1%	24%	COc1ccc(N2CCN(S(=O)(=O)c3cc4c(cc3C)N(C(C)=O)CCO4)CC2)cc1
3%[59 µM]	6%	-1	-3%	-6%	-10%	30%	-9%	3%	O=C(Cc1ccc(F)cc1)NCc1ccc2c(c1)CCN2C(=O)c1ccc(F)cc1
7%	-8%	-4	-14%	4%	u	17%	-10%	13%	Cn1c(CNC(=O)OC(C)(C)C)n[nH]c1=S
2%	6%	-2	-19%	2%	-17%	38%[activator]	5%	0%	COc1ccc(NC(=O)c2ccc(-c3ccccc3)cc2)cc1S(=O)(=O)N1CCOCC1
-3%[12.7 µM]	-2%	1	-4%	3%	-2%	28%	-5%	-6%	Cc1cccc(NC(=O)c2cc3c(n(-c4ccccc4)c2=O)CCCC3=O)n1
-3%	-3%	-3	-18%	11%	2%	28%	0%	-10%	COc1ccc(C)cc1NC(=O)N1CCC(CO)(CC2CCCCO2)CC1 (centres undefined)
14%[0.501 µM]	6%	-3	-1%	3%	-12%	29%	i	2%	CC(C)CNC(=S)N(CCCO)Cc1cc2cc3c(cc2[nH]c1=O)OCCO3
17%[59 µM]	23%	-8	7%	1%	-17%	34%	10%	-6%	O=C(CSc1ccccc1)NCc1ccc2c(c1)CCN2C(=O)c1ccc(Cl)cc1
0%[59 µM]	1%	-1	-16%	-18%	-13%	13%	-9%	-2%	CC(Sc1ccccc1)C(=O)N(CCC#N)Cc1cccnc1 (centres undefined)
-45%[59 µM]	-17%	3	50µM*	1%	50µM*	40µM*	u	u	Cc1nn(C)c2c1c(-c1ccccc1)cc(=O)n2CC(=O)NC(C)c1ccccc1 (centres undefined)
22µM*	u	-8	-36%	107%[activator]	-26%	2%	10%	28%	COc1cc(/C=C(\C#N)c2nc3ccccc3n2C)cc(OC)c1O
15%	1%	-1	7%	-3%	-19%	19%	-3%	-2%	CCN(CC(=O)Nc1c(F)cccc1F)C(=O)c1ccc(-c2ccccc2)cc1
35%[12.7 µM]	4%	-6	2%	-1%	0%	16%	6%	8%	CC(Oc1ccccc1F)C(=O)NCCN1CCCCC1 (centres undefined)
11%[59 µM]	-3%	-9	2%	2%	-21%	-9%	x	3%	Cc1cccc(CCNC(=O)CCc2c(C)nc3c4c(C)cc(C)nc4nn3c2C)c1
10µM*	-7%	-1	u	-1%	u	-17%	-3%	12%	Cc1ccc(C2Nc3cccc4cccc(c34)N2)cc1
-29%[59 µM]	6%	-4	-21%	3%	-7%	16%	-2%	14%	COc1cc2nc(-c3ccc(Br)o3)oc(=O)c2cc1OC
u	4%	0	-4%	-1%	-10%	10%	3%	20%	CCn1cc(/C=N/NS(=O)(=O)c2ccc(OC)cc2)c(C)n1
-5%	-13%	0	-11%	18%	20%	46%[activator]	-10%	2%	CCOC(=O)C1CCN(CC(O)COC(CC)c2ccccc2)CC1 (centres undefined)
15%	1%	0	-3%	-5%	-14%	17%	-7%	-2%	Cc1ccc2c(CN3CCN(CCO)CC3)cc(=O)oc2c1
x	2%	-1	x	-12%	u	-13%	-5%	-7%	CN(C)CC/C=C1/c2cc(F)ccc2Sc2ccc(Cl)cc21
-26%[59 µM]	0%	3	-23%	1%	-17%	22%	2%	1%	O=C(CCc1nc(-c2cccs2)no1)Nc1cccc([N+](=O)[O-])c1
-3%	0%	-4	-13%	5%	-8%	16%	-4%	5%	CCCNC(=O)NC(=O)CSc1nc2ccccc2c(=O)n1Cc1ccncc1
-9%[59 µM]	21%	1	-3%	-1%	-22%	7%	4%	-8%	Cc1ccc(S(=O)(=O)c2nnn3c2nc(NCc2ccc4c(c2)OCO4)c2sccc23)cc1
-8%[0.501 µM]	-4%	-2	-15%	-1%	-8%	45%[activator]	i	-6%	O=C1C=CCCC1
2%	23%	-1	x	5%	-23%	14%	-5%	5%	O=C(Nc1nccs1)c1ccc(COc2ccccc2Cl)o1
2%[12.7 µM]	2%	0	-34%	3%	-10%	25%	-15%	4%	c1ccc2c(CSCc3nc4ccccc4[nH]3)cccc2c1
x	12%	0	x	-11%	1%	33%	-4%	-1%	CS(=O)(=O)c1ccc(Cl)c(NC(=O)CN2CCN(S(=O)(=O)/C=C/c3ccccc3)CC2)c1

Complete entries, looked up by structure. Values in the order: G9a inh	Pin1 inhibitor	PI4K2A inh	BAZ2B inh	ERG Ets-DNA blk	JMJD2A Tudor inh	HP1b chromo inh	Tb PGK inh	GLS inhibitor
COc1ccc(NC(=O)c2ccc(-c3ccccc3)cc2)cc1S(=O)(=O)N1CCOCC1 is entered as 2%	6%	-2	-19%	2%	-17%	38%[activator]	5%	0%
CCN(CC(=O)Nc1c(F)cccc1F)C(=O)c1ccc(-c2ccccc2)cc1 is entered as 15%	1%	-1	7%	-3%	-19%	19%	-3%	-2%

Carrying on.
G9a inh	Pin1 inhibitor	PI4K2A inh	BAZ2B inh	ERG Ets-DNA blk	JMJD2A Tudor inh	HP1b chromo inh	Tb PGK inh	GLS inhibitor	structure
u	9%	-1	u	x	10µM*	15%	-4%	37%[activator]	Cc1cccc(-n2c(C)n[nH]c2=S)c1
13%	0%	0	-5%	-2%	-9%	29%	-5%	1%	N#Cc1ccccc1/C=C/C(=O)N1CCOCC1
u	-4%	-1	-14%	-5%	-18%	13%	8%	0%	COc1cccc(C2N(c3ccccc3)CCN2c2ccccc2)c1OC
-4%	-3%	3	-1%	3%	-2%	39%	-1%	-7%	CCOc1ccc(NC(=O)NC(=O)N(C(C)C)S(C)(=O)=O)cc1
-14%	-1%	5	5%	5%	1%	22%	-7%	0%	CCN(CC)S(=O)(=O)c1ccc(N2CCN(S(=O)(=O)c3ccccc3)CC2)nc1
x	-3%	2	x	-12%	-7%	25%	1%	1%	O=C(C[C@H]1C/C=C\C[C@@H](Cc2ccc(F)cc2)C(=O)OC[C@H]2CCCN2C1=O)N[C@H](CO)Cc1ccccc1
-17%[59 µM]	1%	-2	2%	-2%	-8%	48%[activator]	-1%	-11%	CCN(CC)c1ccc(NC(=O)c2cc(S(=O)(=O)N3CCc4ccccc43)cn2C)c(C)c1
10%	3%	3	-3%	8%	-1%	22%	-3%	-9%	C/C(Cl)=C\Cn1c(NCCCn2ccnc2)nc2c1c(=O)n(C)c(=O)n2C
-1%[0.501 µM]	-4%	-1	2%	-1%	-4%	42%[activator]	7%	1%	O=c1oc(CCCO)cc2ccc(C#Cc3ccsc3)cc12
u	10%	1	-8%	-21%	-1%	38%[activator]	-1%	-1%	COc1ccc(OC)c(S(=O)(=O)Nc2cnc3ccccc3c2)c1
-32%[2.33 µM]	0%	-5	-30%	-18%	u	29%	-9%	16%	O=C(O)/C=C\C(=O)Nc1ccccc1C(=O)N1CCN(c2ccc(Cl)cc2)CC1
7%[0.501 µM]	18%	3	-2%	44%[activator]	-12%	23%	-2%	2%	O=C(OCC(=O)N(CCc1ccccc1)Cc1ccccc1)c1cc(S(=O)(=O)N2CCOCC2)ccc1F
56µM*	1%	2	1%	-7%	-6%	4%	0%	7%	O=C(NC(=O)N1CCCC1)c1csnn1
x	-4%	-4	x	-10%	-20%	27%	3%	-1%	COc1ccc(CCN2CC(C(=O)N(C)CC(=O)Nc3ccc(F)c(F)c3F)CC2=O)cc1OC (centres undefined)
15%	3%	-1	-1%	-3%	4%	14%	1%	3%	Cc1ccc(S(=O)(=O)N2CCC(C(=O)NC3CC3)CC2)cc1
u	2%	5	-14%	3%	-7%	35%[activator]	-9%	-7%	CCc1ccc(NC(=S)N2CCN(c3cccc(OC)c3)CC2)cc1
25µM*	-8%	0	6%	8%	-4%	-17%	i	-19%	Cc1nc(NCCc2ccccc2)sc1C(=O)N(C)C
x	5%	0	-6%	5%	1%	u	-5%	-7%	CC1(C)Cc2ccccc2C(NN=C2CCCC2)=N1

No enrichment for hits. Share with any hit: about 11%.
